mHTT-CaM PPI inh = disrupts binding of mutant huntingtin to calmodulin; P42858; AlphaScreen His-mHTT/GST-CaM binding, luminescence; inhibition, % at 15 µM; 3.6% of 190,000 active; AID 1671202;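 note: 0% = both proteins with DMSO and 100% = one protein alone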
Pf apPOL inh = Pf-apPOL DNA polymerase inhibition; AID 1794808; Recombinant Pf-apPOL, molecular beacon fluorescence, 1.5 h; inhibition, % at 10 µM; 0.25% of 210,000 active
* hit, by the source's call; . = not tested or not shown; & = joins results of further samples. Cut-off read from the data, not from the text of the source: active = inhibition above about 50%; inactive = the rest.

| mol | mHTT-CaM PPI inh | Pf apPOL inh |
| --- | --- | --- |
| OC(COc1ccc(C23CC4CC(CC(C4)C2)C3)cc1)CN1CCCCC1 (stereo not drawn) | 100.1* | 4.1&1.1 |
| CCc1cccc(NC(=O)Cn2cnc3c(-c4ccc(C)cc4)csc3c2=O)c1 | -8.8 | -4.2 |
| Cc1nc(C(F)(F)F)ccc1C(=O)NC1CCCc2ccccc21 (stereo not drawn) | . | 1.7 |
| C=CCNC(=O)C(=O)Nc1ccccc1C | -0.3 | -2.6 |
| Cc1nc2c(C(=O)NCc3cccs3)cnn2c(C)c1Cc1ccc(F)cc1 | -7.0 | -6.3 |
| COc1ccc(C(=O)N2CCCC2COc2ccc(C(=O)NC(C)C)cc2)cc1 (stereo not drawn) | 2.8 | 3.9 |
| CN(C)C(=O)N1CCCC(C(=O)NCc2ccccc2Cl)C1 (stereo not drawn) | -3.0 | -16.1 |
| O=C1OC(c2ccc(-c3ccccc3)cc2)=N/C1=C\c1coc2ccccc2c1=O | -5.0 | -1.1 |
| COc1ccc(CN2CC(C(=O)N(C)C(C)C)CC2=O)cc1 (stereo not drawn) | -6.8 | 0.6 |
| COc1ccc(OCC(=O)N2CC3(C)CC2CC(C)(C)C3)cc1 (stereo not drawn) | 1.0&1.5 | -8.2&-6.2 |
| CCc1nnc2ccc(S(=O)(=O)Nc3ccc(Cl)cc3)cn12 | -5.0 | -2.4 |
| Cn1c(C(C#N)=C(O)c2cccc(C(F)(F)F)c2)nc2ccccc21 | -4.0 | -1.8 |

Later entries.
| mol | mHTT-CaM PPI inh | Pf apPOL inh |
| --- | --- | --- |
| CCOC(=O)COc1ccc(C23CC4CC(CC(C4)C2)C3)cc1 | -5.4 | -4.0 |
| COc1cc(C=O)ccc1OCCOc1ccc([N+](=O)[O-])cc1Cl | -0.1 | -4.2 |
| Cc1cccc(CN2CCCn3nc(C(=O)NCCc4cccs4)cc3C2=O)c1 | 4.0 | -1.5 |
| N#CC1=C(N)Oc2n[nH]c(-c3cccs3)c2C1c1cccc(F)c1 (stereo not drawn) | 6.0 | -4.0 |
| CC[C@@H]1[C@H]2CCCC(=O)N3CC[C@@H](C[C@@H]1OC(=O)Nc1ccc4c(c1)OCO4)[C@@H]23 | 11.8 | -7.4 |
| CC(=O)Nc1ccc(NC(=O)c2ccc(Cl)cc2)cc1 | 13.5 | -3.5 |
| c1cc(CN2CCCC2)ccn1 | -0.7 | -2.0 |
| Cc1cccc(-n2nc3c(c2NC(=O)COc2ccc(Cl)cc2)CS(=O)C3)c1C (stereo not drawn) | 15.0 | -2.7 |
| Cc1ccnc(N2CCC(C(=O)Nc3c(C)cccc3C)CC2)n1 | -7.5 | -1.0 |
| S=C(Nc1ccc(Cl)cc1Cl)NC(Cn1ccnc1)c1ccccc1 (stereo not drawn) | . | -5.2 |
| Cc1ccc(N2CCN(CC(O)COC3CCCCC3)CC2)cc1 (stereo not drawn) | -3.0 | -1.0 |
| O=C(O)COCC(=O)NC1CCN(Cc2c(F)cccc2Cl)CC1 | . | -0.2 |

Single records (already shown). Values in the order: mHTT-CaM PPI inh | Pf apPOL inh
`COc1ccc(C(=O)N2CCCC2COc2ccc(C(=O)NC(C)C)cc2)cc1` (stereo not drawn) is listed with 2.8 | 3.9
`CCOC(=O)COc1ccc(C23CC4CC(CC(C4)C2)C3)cc1` is listed with -5.4 | -4.0
`COc1ccc(OCC(=O)N2CC3(C)CC2CC(C)(C)C3)cc1` (stereo not drawn) is listed with 1.0&1.5 | -8.2&-6.2
`CC(=O)Nc1ccc(NC(=O)c2ccc(Cl)cc2)cc1` is listed with 13.5 | -3.5
`COc1cc(C=O)ccc1OCCOc1ccc([N+](=O)[O-])cc1Cl` is listed with -0.1 | -4.2

Further structures follow.
| mol | mHTT-CaM PPI inh | Pf apPOL inh |
| --- | --- | --- |
| COCCCNC(=O)c1cccc(Cl)c1 | -7.7 | 1.1 |
| CCCc1cc(C2CCCN2C(=O)c2nn(C)cc2Cl)no1 (stereo not drawn) | -5.9 | -2.2 |
| O=C(Nc1ccc(C(F)(F)F)cc1)N1CCc2c(nc3cc[nH]n3c2=O)C1 | -25.9 | 2.9 |
| O=C(Nc1ccc(-c2ccc([N+](=O)[O-])cc2)cc1)c1ccccc1F | 0.4 | -2.1 |
| COCC(=O)Nc1ccc(-c2nc3c(C)cccc3o2)cc1 | 1.5 | -4.5 |
| N#CC(N)=C(C#N)N=Cc1cccs1 | . | 6.0 |
| COc1cc(OC)c2ccc(=O)oc2c1C(CC(=O)N1CCCC1)c1ccc2c(c1)OCO2 (stereo not drawn) | 35.5 | 4.4 |
| COc1ccc(C(=O)Nc2nccn(-c3ccc(C(C)C)cc3)c2=O)cc1 | -0.5 | -1.3 |
| O=C(Cc1cccs1)N1CCCC(c2ccnc(Nc3ccc(F)cc3)n2)C1 (stereo not drawn) | 53.4* | -1.5 |
| Nn1c(SCc2nc3ccccc3[nH]2)nnc1-c1ccco1 | 2.7 | -9.9 |
| O=C(Cc1ccc(F)cc1)N1CCC(c2cnn(-c3ccccc3)c2)CC1 | 6.8 | -6.1 |
| CCC(C)N(C(=O)c1cccc([N+](=O)[O-])c1)C(C)CC (stereo not drawn) | 0.2 | -1.1 |

Next compounds.
| mol | mHTT-CaM PPI inh | Pf apPOL inh |
| --- | --- | --- |
| CC(=O)Nc1cccc(OCCCNC(=O)c2cc(-c3ccc(Cl)cc3)oc2C(F)(F)F)c1 | . | -11.0 |
| CC(=O)N(Cc1nn(C)c2c1CN(C(=O)Nc1cccc(C)c1C)CC2)c1ccccc1 | 1.4 | 0.7 |
| CC(C)NC(=S)N=C(N)Nc1ccc(Cl)c(Cl)c1 | . | 0.6 |
| C=CCCCC(=O)Nc1ccccc1Br | 25.6 | 67.2* |
| CC(CCc1ccccc1)NS(=O)(=O)c1ccccc1 (stereo not drawn) | -11.8 | 47.3 |
| O=C(C1CCCC1)N1CCCC(c2ccnc(Nc3cccc(F)c3)n2)C1 (stereo not drawn) | 13.1 | -7.2 |
| CCC(=O)NCc1nc2c(n1CC)CN(S(=O)(=O)c1cc(F)ccc1F)CC2 | 4.3 | -8.6 |
| Cc1cc(=O)n(CC(=O)Nc2nnc(C)s2)cn1 | -16.7 | 0.1 |
| Cc1ccccc1-n1nc2c(c1NC(=O)Cc1ccc(F)cc1)CS(=O)(=O)C2 | 1.0 | -3.9 |
| Cc1ccc(C(=O)NC2CCN(c3nnc4ccc(C(F)(F)F)cn34)CC2)cc1 | -3.4 | 0.7 |
| CC(=O)OCCSc1ccc(C#N)cc1[N+](=O)[O-] | . | -13.4 |
| S=C(Nc1cccnc1)NC1CCCCC1 | -4.3 | . |

Remaining list, next part
Compound	mHTT-CaM PPI inh	Pf apPOL inh
COc1ccc(NC(=O)C2Oc3ccc(C)cc3NC2=O)cc1Cl (stereo not drawn)	-9.1	-0.4
COC(=O)COc1ccc2c(c1C)OC(=Cc1cc(OC)c(OC)c(OC)c1)C2=O	-2.5	4.3
COc1cccc(CNCc2ccccc2[N+](=O)[O-])c1OC	4.9	-3.1
CN1C(=O)c2cccnc2Sc2cc(NC(=O)c3ccc(F)c(F)c3)ccc21	20.2	-3.2
CCNC(=O)C1=CCN(C(=O)NC(C)(C)C)CC1	13.8	-0.6
O=C(NCc1ccc(F)cc1Cl)c1ccc2c(c1)NC(=O)C(N1CCCCC1)S2 (stereo not drawn)	8.0	-14.2
CCS(=O)(=O)N1N=C(c2ccccc2)CC1c1ccc2nccnc2c1 (stereo not drawn)	3.0	-1.4
Cn1c(=O)[nH]c(=O)c2c1nc(SCC(=O)O)n2CC(N)=O	0.2	1.9
CSc1nnc2c(n1)OC(c1ccsc1)Nc1ccc(Br)cc1-2 (stereo not drawn)	36.0	-0.5
COc1ccc(Cl)cc1Nc1nc(SC)nc2c1CCC2	4.9	-14.4

Filtered by structure: the entries above containing a nitro group on carbon
Compound	mHTT-CaM PPI inh	Pf apPOL inh
COc1cc(C=O)ccc1OCCOc1ccc([N+](=O)[O-])cc1Cl	-0.1	-4.2
O=C(Nc1ccc(-c2ccc([N+](=O)[O-])cc2)cc1)c1ccccc1F	0.4	-2.1
CCC(C)N(C(=O)c1cccc([N+](=O)[O-])c1)C(C)CC (stereo not drawn)	0.2	-1.1
CC(=O)OCCSc1ccc(C#N)cc1[N+](=O)[O-]	.	-13.4
COc1cccc(CNCc2ccccc2[N+](=O)[O-])c1OC	4.9	-3.1

Next part.
Compound	mHTT-CaM PPI inh	Pf apPOL inh
CCc1ccc(NC(=O)Cn2cc([N+](=O)[O-])nc2C)cc1	-2.1	-0.9
O=c1cc(CSc2nc(NCc3ccccc3)c3ccccc3n2)nc2ccccn12	13.0	-8.1
CN(C)c1ccc(/C=c2\sc3nc4ccccc4n3c2=O)cc1	-4.0	-1.3
O=C(NC1CCCC1)c1nc2ccccn2c1-c1ccccc1	-4.3	-5.9
Cc1cc(NC(=O)C2CCc3nc(N4CCN(C(=O)C(C)C)CC4)sc3C2)ccc1F (stereo not drawn)	4.0	-6.4
CC(C)Cn1ccc2c(cc(C(=O)Nc3ccccc3C(F)(F)F)n2C)c1=O	10.5	-2.5
COc1cc(OC)c(NC(=O)C2CCN(c3cc(=O)n(C)c(=O)n3C)CC2)cc1Cl	58.8*	-2.5
COc1ccc(NC(=O)c2ccccc2-c2ccccc2C(=O)O)c(OC)c1	1.6	10.5
CC(=O)NS(=O)(=O)c1ccc(NC(=O)c2ccc(C(C)(C)C)cc2)cc1	1.9	4.5
CC(Oc1ccccc1)C(=O)Nc1ccc([N+](=O)[O-])cc1Cl (stereo not drawn)	-3.7	19.8

Some of the entries so far, with each value named:
CCc1ccc(NC(=O)Cn2cc([N+](=O)[O-])nc2C)cc1
  mHTT-CaM PPI inh: -2.1
  Pf apPOL inh: -0.9
O=c1cc(CSc2nc(NCc3ccccc3)c3ccccc3n2)nc2ccccn12
  mHTT-CaM PPI inh: 13.0
  Pf apPOL inh: -8.1

Further results follow.
Compound	mHTT-CaM PPI inh	Pf apPOL inh
O=C(NCc1ccco1)/C(=C\c1ccco1)NC(=O)c1ccc(Br)o1	4.8	2.0
Cc1cc(Cl)ccc1N(CC(=O)NC(C)(C)C)S(=O)(=O)c1ccccc1	-4.2	0.2
COc1cccc(-c2nc(C3CCN(C(=O)c4ccccn4)CC3)no2)c1	10.9	-0.5
CC1=C(C(=O)Nc2cc(C)ccn2)C(c2ccccc2C)C2=C(CC(C)(C)CC2=O)N1 (stereo not drawn)	4.0	-1.4
COc1cccc(-c2ccc3nnc(SCC(=O)Nc4nc5ccccc5s4)n3n2)c1	9.0	27.3
CC(C)c1nc(C(=O)N2CCCN(Cc3noc(-c4ccccc4)n3)CC2)cs1	6.4	-1.2
Cc1cccc(N(CC(=O)NCc2ccccn2)S(C)(=O)=O)c1C	8.0&9.0	6.0&-3.8
COc1ccc(C2=NC(C(C)C)NC(c3ccccc3O)C2)cc1OC (stereo not drawn)	78.0*	-4.3
Cc1ccc(N2CCN(C(=O)Cc3ccccc3)CC2)nn1	-11.4	-9.2
Cc1cc(C2C(C#N)=C(N)N(c3ccccc3)C3=C2C(=O)CC(C)(C)C3)c(C)s1 (stereo not drawn)	21.0	0.8

Further structures.
Compound	mHTT-CaM PPI inh	Pf apPOL inh
O=C1CC(c2ccccc2)=NN1c1cccc(Cl)c1	48.0	-2.8
O=[N+]([O-])c1ccccc1CN1CCN(c2ccccn2)CC1	-4.5	-5.4
O=C(NCC1(O)CCCC1)c1cc(-c2ccco2)on1	-12.5	-4.2
O=S(=O)(Nc1ccc(Cl)c(C(F)(F)F)c1)c1cccnc1	6.0	3.4
COCCN1CCCc2ccc(NC(=O)CN3C(=O)c4ccccc4C3=O)cc21	11.4	-4.1
CC(=O)Nc1ccc(Nc2ccc(S(C)(=O)=O)cc2[N+](=O)[O-])cc1	9.2	-13.2
COC(=O)N1CCC(CNC(=O)C23CC4CC(CC(C4)C2)C3)CC1	-4.9	0.1
CC(O)(CNC(=O)c1ccc(F)c(F)c1)c1ccccc1 (stereo not drawn)	-17.8	-4.0
O=C1C(=Cc2ccccc2Cl)Oc2cc(OC(=O)C3CC3)ccc21	0.6	-8.0
COC(=O)COc1ccc2c(c1)OC(=Cc1cc(Br)ccc1OC)C2=O	1.6	-3.8

Three consecutive compounds already listed, for reference:
Compound	mHTT-CaM PPI inh	Pf apPOL inh
CC(O)(CNC(=O)c1ccc(F)c(F)c1)c1ccccc1 (stereo not drawn)	-17.8	-4.0
O=C1C(=Cc2ccccc2Cl)Oc2cc(OC(=O)C3CC3)ccc21	0.6	-8.0
COC(=O)COc1ccc2c(c1)OC(=Cc1cc(Br)ccc1OC)C2=O	1.6	-3.8

Next part:
Compound	mHTT-CaM PPI inh	Pf apPOL inh
CCN(Cc1ccccc1)C(=O)c1ccc(-c2ccc3c(c2)OCO3)s1	-6.6	-2.9
O=C(c1ccc[nH]c1=O)N1CCC2(CC1)NC(=O)N(Cc1ccccc1Cl)C2=O	2.7	-3.3
COC1=CC(=C2C=CC(=[N+](C)C)C=C2)Oc2ccccc21	-35.0	-3.1
O=C(CCCOc1ccccc1)Nc1cccc([N+](=O)[O-])c1	-1.8	-0.4
COc1cc(OC)c(N(C)C(=O)c2cc3cc4ccc(C)cc4nc3o2)cc1Cl	0.0	0.7
C=CS(=O)(=O)c1ccc(NC(=O)c2sc3cc(Cl)ccc3c2Cl)c(OC)c1	17.0	-3.0
CC(=O)c1ccc(NC(=O)C2OC3OC(C)(C)OC3C3OC(C)(C)OC23)cc1 (stereo not drawn)	-5.2	-4.7

Compound activity from PubChem BioAssay.
